From PubChem
CXCR6 block: inhibitors of human CXCR6 receptor; O00574; CHO-K1 PathHunter CXCR6 beta-arrestin, luminescence; inhibition, % at 20 µM; 360,000 tested, 0.36% active; in the data active = inhibition above about 34%, passing the limit was not always enough;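 note: antagonist mode with CXCL16 agonist at 10 nM final; 0% = 10 nM CXCL16 with DMSO and 100% = unstimulated wells without agonist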
Target sequence (O00574 whole entry, looked up): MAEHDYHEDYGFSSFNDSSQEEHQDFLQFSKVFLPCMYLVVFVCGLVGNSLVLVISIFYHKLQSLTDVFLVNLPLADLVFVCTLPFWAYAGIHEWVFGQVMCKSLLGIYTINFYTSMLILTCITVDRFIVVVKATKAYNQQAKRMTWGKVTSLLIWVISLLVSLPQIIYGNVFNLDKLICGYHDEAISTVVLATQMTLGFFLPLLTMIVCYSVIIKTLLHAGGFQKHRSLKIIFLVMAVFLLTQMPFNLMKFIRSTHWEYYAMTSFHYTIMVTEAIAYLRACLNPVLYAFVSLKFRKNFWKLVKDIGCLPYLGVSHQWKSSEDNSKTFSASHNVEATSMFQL
APJ antagonist: blocks the human apelin receptor APJ; CHO-K1 APJ beta-arrestin complementation, luminescence; inhibition, % at 20 µM; 330,000 tested, 0.32% active; AID 2521;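 active = inhibition above about 40% at 20 µM, limit read from the data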;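 note: cells challenged with 10 nM apelin-13 agonist together with compound; plate controls were apelin-13 plus DMSO wells for no effect and DMSO wells lacking apelin-13 for full effect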
UBC13 inh: inhibitors of human UBC13 polyubiquitin chain formation. P61088. TR-FRET. inhibition, % at 20 µM. 330,000 tested, 0.47% active. AID 485273; in the data active = inhibition above about 45%, passing the limit was not always enough
Target sequence (P61088 whole entry, looked up): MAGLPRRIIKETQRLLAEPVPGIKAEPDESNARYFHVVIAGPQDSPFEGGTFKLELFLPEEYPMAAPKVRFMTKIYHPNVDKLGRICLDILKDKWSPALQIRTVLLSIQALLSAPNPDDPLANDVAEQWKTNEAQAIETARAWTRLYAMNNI
APJ agonist: APJ receptor agonism; 330,000 tested, 0.11% active; activation, % at 20 µM; CHO-K1 APJ PathHunter beta-arrestin, luminescence; 0% DMSO wells, 100% apelin; P35414; AID 2520;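 active = activation more than six SD over the plate average, tested at 20 µM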;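 note: 0% = DMSO alone and 100% = apelin-13 at 10 nM; some results filed as inactive read as strong as hits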
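Test system – PathHunter CHO-K1 APJ (AGTRL-1) beta-arrestin reporter cells · Input – 1000 cells/well · Compound – single test compound dose, 20 µM final, 1% DMSO · Times – compound stimulation 90 min at 25 °C, detection 60 min · Technique – beta-gal luminescence · Read-out basis – APJ–arrestin association signal · Control set – negative DMSO alone, positive Apelin-13 at 10 nM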
CCR6 antag: antagonists of human CCR6 receptor | CHO-K1 CCR6 PathHunter beta-arrestin, luminescence, CCL20-stimulated | AID 493098 | 340,000 tested, 0.49% active | inhibition, % at 20 µM | P51684;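 active = compounds whose inhibition of the agonist-driven luminescence signal at 20 µM reaches about 50%, limit read from the data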;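 note: cells stimulated with CCL20 at 14 nM final; plate controls were DMSO with CCL20 for no effect and DMSO without agonist for full effect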
EBI2 antag: EBI2 (human) antagonism; inhibition, % at 5 µM; EBI2 beta-arrestin recruitment, luminescence, 7a,25-OHC stimulated; 360,000 tested, 0.81% active; AID 651636; P32249; in the data active = inhibition above about 38%;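 note: enzyme fragment complementation signal reports receptor beta-arrestin coupling in cells; 0% = agonist plus DMSO wells and 100% = wells without agonist; some results beyond the cut were filed as inactive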
ATG4B inhibitor: inhibitors of human ATG4B cysteine protease; AID 504462; 340,000 tested, 0.51% active; Q9Y4P1; inhibition, % at 8.33 µM; ATG4B cleavage of LC3-PLA2, NBD-HPC fluorescence, 1 h; in the data active = inhibition above about 40%
Target sequence (Q9Y4P1 whole entry, looked up): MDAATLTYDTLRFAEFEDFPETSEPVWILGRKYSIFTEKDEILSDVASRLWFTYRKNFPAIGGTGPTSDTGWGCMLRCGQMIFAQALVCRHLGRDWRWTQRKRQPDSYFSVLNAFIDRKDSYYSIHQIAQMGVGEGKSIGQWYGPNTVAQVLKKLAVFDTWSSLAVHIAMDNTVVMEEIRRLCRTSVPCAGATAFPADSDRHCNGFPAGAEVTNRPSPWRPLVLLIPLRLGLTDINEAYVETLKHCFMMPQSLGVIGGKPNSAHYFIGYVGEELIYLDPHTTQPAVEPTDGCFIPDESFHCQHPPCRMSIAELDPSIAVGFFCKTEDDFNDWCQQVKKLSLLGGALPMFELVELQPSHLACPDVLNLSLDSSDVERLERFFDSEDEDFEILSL
Gli-Sufu block: Gli-Sufu pathway antagonism; Sufu-KO-LIGHT fibroblasts, Gli luciferase reporter luminescence; inhibition, % at 5 µM; 340,000 tested, 0.74% active; AID 588413;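 active = inhibition above about 55%, limit read from the data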;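 note: 0% = DMSO-treated cells and 100% = wells with medium but no cells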
* hit, by the source's call; · = no result given.

SMILES	CXCR6 block	APJ antagonist	UBC13 inh	APJ agonist	CCR6 antag	EBI2 antag	ATG4B inhibitor	Gli-Sufu block
CCc1noc(C)c1C(=O)Nc1nc(-c2ccccc2)c(C(C)=O)s1	1	0	7	-4	19	-4	-1	1
O=C(NC1CCCCC1)c1ccc(N2CCOCC2)c([N+](=O)[O-])c1	-11	6	-6	-1	9	6	2	49
CCOC(=O)C1=C(C(F)(F)F)Nc2ncnn2C1c1cccc(OC)c1OC (stereo not drawn)	2	-1	8	-3	11	-1	4	7
Cc1c(NC(=O)CN2C(=O)c3cccc4cccc2c34)c(=O)n(-c2ccccc2)n1C	0	1	2	0	-6	0	-10	-1
Cc1cccc(N/C(N)=N/c2nc(C)cc(=O)[nH]2)c1	2	16	-1	-3	3	-9	-8	5
CC(C)C(NC(=O)C(NC(=O)C1OC2OC(C)(C)OC2C2OC(C)(C)OC12)C(C)C)C(=O)O (stereo not drawn)	-4	-14	-2	-1	-8	9	-3	3
CCOC(=O)NCCOC(=O)Nc1ccc(Cl)cc1	-7	11	2	-4	6	-1	0	-17
Cc1cc(C)c(S(=O)(=O)c2ccccc2F)c(=O)[nH]1	6	2	0	-3	2	2	1	-5
N=C1/C(=C/c2ccc(-c3cccc(C(=O)O)c3)o2)C(=O)N=C2SC(CC(=O)N3CCOCC3)=NN12	13	22	-23	-6	24	-6	22	-14
CCOC(=O)c1cnn(CC2CCCCC2)c1N	-5	3	-1	0	8	-5	-5	-23
Cc1ccc(Cn2nnc3c(=O)n(Cc4cccc(C)c4)cnc32)cc1	7	0	17	-2	23	8	-4	12
O=[N+]([O-])c1cc(/C=N/Nc2nc(N3CCCCC3)nc(N3CCCCC3)n2)ccc1O	18	26	-53	-5	48	12	4	10
Cc1ccccc1-c1nnc(SCC(=O)Nc2c(C)n(C)n(-c3ccccc3)c2=O)o1	6	9	8	1	3	-4	-3	4
Cc1cc(C)c(-n2c(SCCS(=O)(=O)c3ccc(F)cc3)n[nH]c2=O)c(C)c1	2	13	-1	4	-8	-13	9	5
CCN(C(=O)COC(=O)C12CC3CC(CC(NC(C)=O)(C3)C1)C2)C1CCCCC1	-12	0	2	-6	12	5	2	0
CCOc1ccc(S(=O)(=O)NCCC(=O)Nc2cccc(C(=O)OC)c2)cc1	4	7	-9	-5	6	-7	-10	-23
O=C(C(=O)N1CCc2ccccc2C1)c1c[nH]c2ccccc12	2	10	-9	-2	19	-1	67*	-8
C=C(C)C1CC=C(C)/C(=N/NC(=O)c2cccc([N+](=O)[O-])c2)C1 (stereo not drawn)	-15	5	-3	0	-5	-8	7	5
COC(CNC(=O)CN1CCN(Cc2ccccc2F)C1=O)OC	-4	2	-6	-3	2	-8	-2	0
O=C(CCN1C(=O)S/C(=C\c2ccccc2)C1=O)NC1CCS(=O)(=O)C1 (stereo not drawn)	-2	1	-7	1	7	6	0	0
O=C(COc1cccnc1[N+](=O)[O-])NCCc1ccc(F)cc1	4	0	-10	0	-10	0	1	-30
CC(C)(C)OC(=O)C[C@@H]1C/C=C\C[C@@H](CC(=O)NCCO)C(=O)N[C@H](Cc2ccccc2)COC1=O	-6	-3	7	-4	-8	-4	-13	0
Cc1ccc2c(c1)C(c1ccccc1)N(C(=O)c1cc3ccccc3oc1=O)CC(=O)N2 (stereo not drawn)	-4	18	-5	1	0	-1	-8	-2
Cc1ccc2nc(SCC(=O)OCc3ccccc3)nc(=O)n2c1	12	22	-8	-3	2	-4	4	16
C=CCNC(=S)NN=C1CCCCCCC1	3	-3	-7	-2	17	-13	-14	-8
O=c1[nH]c2ccc(NC(=S)NCCc3ccccc3)cc2[nH]1	0	-8	-5	-2	16	-11	2	5
O=C(NCc1cccc(Br)c1)c1cc(-c2ccccc2)nn1CC1CC(c2cccnc2)=NO1 (stereo not drawn)	0	2	11	-2	22	0	15	3
CC1CCC(=C(C#N)C(=O)Nc2cccc(Cl)c2)CC1 (stereo not drawn)	-6	0	5	2	4	-1	-3	-3
O=C(Nc1ccc(Cl)cc1)OCCn1nnnc1C(c1ccccc1Cl)N1CCOCC1 (stereo not drawn)	-3	12	-2	2	10	2	-18	-4
CCC1(c2ccccc2)NC(=O)N(CC(=O)Nc2cccc(C#N)c2)C1=O (stereo not drawn)	4	6	0	-3	20	-7	-2	-6
CC1=CC(c2ccccc2)n2nc(N3C(=O)c4ccccc4C3=O)nc2N1 (stereo not drawn)	2	20	3	-4	-7	1	-5	1
Cc1ccc2[nH]c(=O)c(CN(Cc3ccco3)C(=O)c3ccncc3)cc2c1	-4	-2	7	1	1	-13	-7	-1
O=C(COc1cccc2ccccc12)NNC(=O)C1CCCO1 (stereo not drawn)	4	9	10	-3	-4	-7	2	-2
O=C(NCc1ccco1)C1CCCN(S(=O)(=O)c2cc(Cl)ccc2Cl)C1 (stereo not drawn)	7	15	2	-1	5	4	2	0
CCN(CC)S(=O)(=O)c1ccc2c(c1)nc(CCC(=O)Nc1ccc3c(c1)OCO3)n2CC	2	-16	-11	2	12	-2	-11	5
CC1CN(C/C(=N\O)C23CC4CC(CC(C4)C2)C3)CC(C)O1 (stereo not drawn)	11	·	·	·	7	-5	0	2

Retrieved one by one from the list above:
SMILES	CXCR6 block	APJ antagonist	UBC13 inh	APJ agonist	CCR6 antag	EBI2 antag	ATG4B inhibitor	Gli-Sufu block
Cc1ccc2c(c1)C(c1ccccc1)N(C(=O)c1cc3ccccc3oc1=O)CC(=O)N2 (stereo not drawn)	-4	18	-5	1	0	-1	-8	-2
CCOc1ccc(S(=O)(=O)NCCC(=O)Nc2cccc(C(=O)OC)c2)cc1	4	7	-9	-5	6	-7	-10	-23
CCC1(c2ccccc2)NC(=O)N(CC(=O)Nc2cccc(C#N)c2)C1=O (stereo not drawn)	4	6	0	-3	20	-7	-2	-6

The results go on.
SMILES	CXCR6 block	APJ antagonist	UBC13 inh	APJ agonist	CCR6 antag	EBI2 antag	ATG4B inhibitor	Gli-Sufu block
COc1ccccc1-c1nnc(NC(=O)c2ccc(S(=O)(=O)N(C)CC3CCCO3)cc2)o1 (stereo not drawn)	-8	-1	-7	8	18	-6	-10	-19
CC(C)c1ccccc1N1CC(C(=O)O)CC1=O (stereo not drawn)	-12	-2	-25	-1	10	-2	3	1
COc1ccccc1OCC(=O)N1CCN(c2ccccc2OC)CC1	-1	5	-6	1	1	0	-6	-4
CCC1=NN(C(=O)c2ccc(Cl)cc2)C(O)(c2ccc(C)cc2)C1 (stereo not drawn)	34	29	-16	1	64*	-4	6	-21
COc1ccc(Cl)cc1C(=O)Nc1ccc(NC(=O)c2ccco2)cc1	-1	-14	4	3	-19	8	8	12
CCOc1ccc(NC(=O)CSCC(=O)O)cc1	-3	12	11	0	3	-16	1	9
Cc1ccccc1NC(=S)N(C)C1(c2ccccc2Cl)CCCCC1=O (stereo not drawn)	4	-2	13	-2	10	16	-8	-9
O=C(NC(=S)N(CCCCO)C1CCCCC1)c1sc2ccccc2c1Cl	18	31	-10	-5	67*	4	-17	3
CC(=O)Nc1ccc(Nc2nc(-c3c(C)nc4ccccn34)cs2)cc1	-14	10	-1	7	0	-15	-11	13
CC(CN1CCOCC1)c1ccccc1 (stereo not drawn)	-3	12	0	-6	-7	-4	-6	3
O=C(O)c1cnnc2ccccc12	-3	·	·	·	3	-12	-2	-2
COc1ccccc1C(=O)NCc1ccco1	3	-18	-4	-4	12	-2	-7	0

Record cards, from the list above.
Profile of `COc1ccccc1C(=O)NCc1ccco1` → CXCR6 block: 3; APJ antagonist: -18; UBC13 inh: -4; APJ agonist: -4; CCR6 antag: 12; EBI2 antag: -2; ATG4B inhibitor: -7; Gli-Sufu block: 0
Profile of `Cc1ccccc1NC(=S)N(C)C1(c2ccccc2Cl)CCCCC1=O` (stereo not drawn) → CXCR6 block: 4; APJ antagonist: -2; UBC13 inh: 13; APJ agonist: -2; CCR6 antag: 10; EBI2 antag: 16; ATG4B inhibitor: -8; Gli-Sufu block: -9
Profile of `COc1ccccc1OCC(=O)N1CCN(c2ccccc2OC)CC1` → CXCR6 block: -1; APJ antagonist: 5; UBC13 inh: -6; APJ agonist: 1; CCR6 antag: 1; EBI2 antag: 0; ATG4B inhibitor: -6; Gli-Sufu block: -4

Additional entries:
SMILES	CXCR6 block	APJ antagonist	UBC13 inh	APJ agonist	CCR6 antag	EBI2 antag	ATG4B inhibitor	Gli-Sufu block
COC(=O)C1=C(C)NC(=O)C1(Nc1nccs1)C(F)(F)F (stereo not drawn)	-6	3	-2	-1	-16	-1	-3	-10
CCOc1ccc(CCNC(=O)COC(=O)c2cccc(N(C)C)c2)cc1OCC	6	-11	6	-3	16	-6	-2	-55
CC(C)(Oc1ccc(Cl)cc1)C(=O)NCc1ccc(S(N)(=O)=O)cc1	-3	5	-12	-1	2	-4	-9	-23
CCc1ncc(C(O)c2cccc3ccccc23)n1C (stereo not drawn)	-1	-12	2	5	0	-6	1	2
COc1ccc(CN(C)C(=O)c2ccccc2Sc2ccccc2C#N)c(OC)c1	15	5	4	6	6	1	-10	11
S=C(NCCCNC(=S)Nc1ccccc1)Nc1ccccc1	-4	5	-2	2	10	-1	9	-6
C=C[C@H]1[C@H](O[C@@H]2O[C@H](CO)[C@@H](O)[C@H](O)[C@H]2O)OC=C2C(=O)OCC[C@]21O	-13	9	1	-2	6	-15	-6	0
Cc1ccnc(Cc2ccccc2)n1	0	17	-6	-4	6	-1	3	-1
O=C(CSc1nc2c(c(=O)[nH]1)CCC2)Nc1ccccc1Cl	8	0	10	1	7	-7	1	26
CCOc1ccc(N/C(N)=N/c2nc(C)cc(C)n2)cc1	-8	-13	1	-1	-5	-6	7	30
C=CCSc1nc2c(c(=O)[nH]1)C(c1ccccc1)C(C#N)=C(N)O2 (stereo not drawn)	-6	-10	8	-1	-4	0	-5	2
COC(=O)[C@@]1(Cc2ccc(OC)cc2)[C@H]2c3cc(C(=O)N(C)C)[nH]c3C[C@H]2CN1C(=O)c1ccccc1	-3	3	1	0	5	2	-17	16
C=CCN1C(=O)NC2(O)C(=O)c3ccccc3C12O (stereo not drawn)	-15	-6	-3	-6	10	-9	1	-4
COc1ccc(NC(=O)CSc2nc(O)cc(=O)[nH]2)c(OC)c1	-5	-9	-4	1	4	-6	-4	-2
Cc1ccc(S(=O)(=O)NNC(=O)c2cccnc2)cc1	6	9	2	-1	0	-3	-6	-5
CC(C)N(C(=O)Cn1c(-c2cccnc2)ccc(C#N)c1=O)C(C)C	3	1	-3	-1	7	0	-6	10
CNC(=O)COc1cccc(C(=O)NCc2ccccc2)c1	9	11	-10	3	-10	-17	2	5
CC(=O)N(C(C)=O)S(=O)(=O)c1ccc(N=NN2CCCCC2)cc1	4	21	-11	-2	-10	-4	-4	-2
CCOc1cc(/C=C2\N=C(C)OC2=O)cc(Br)c1OCCc1ccccc1	-1	17	-14	-4	0	2	-6	0
O=[N+]([O-])c1cc(F)c2cccnc2c1O	12	-12	-99	3	17	-7	-3	6
COc1cc2nc(CN(C)Cc3ccc(OC)c(OC)c3OC)[nH]c(=O)c2cc1OC	3	-2	-7	-2	-5	2	-4	-9
COc1ccc(CNC(=O)CCS(=O)(=O)c2cccc3nonc23)cc1	1	2	-2	6	-6	0	-7	1
CC(=O)c1cccc(NC(=S)NC(=O)c2ccc(C)cc2)c1	22	3	2	2	27	0	2	-112
C[C@H](CO)N1C[C@H](C)[C@@H](CN(C)Cc2ccc(Cl)c(Cl)c2)Oc2c(NC(=O)c3ccncc3)cccc2C1=O	-8	-16	9	5	-11	-14	-5	22
Cc1ccc2c(c1)Oc1ccc(NC(=O)CCl)cc1C(=O)N2	5	0	7	0	14	9	-2	23
O=C(Nc1ccc(Br)cc1)c1ccc(N2C(=O)C3CCCCC3C2=O)cc1 (stereo not drawn)	3	-2	1	-3	22	10	-1	3
Cc1cccc(N2CC(C(=O)Nc3nnc(SCC(=O)NCC4CCCO4)s3)CC2=O)c1 (stereo not drawn)	6	13	-4	-2	8	3	0	2
Cn1ccc(O)c(C#N)c1=O	-2	-13	-1	-1	5	-2	-28	3
CC1N(O)C(C)(C)C(c2ccccc2)=[N+]1[O-] (stereo not drawn)	2	-8	-3	1	1	-6	-2	8
O=C1NC2(CCCCCC2)C(=O)N1Cc1ccccc1F	0	-20	0	-2	10	-6	-9	11
